Glioma ERSR ind: induces the endoplasmic reticulum stress response in human glioma cells. 420,000 compounds, 0.02% hits. Potency, µM, for the others: at the top dose activation, hits mostly activators. AID 602332. U87-MG GRP78 promoter luciferase reporter, 16 h; further: potency means the concentration at half of the fitted maximal effect; series mostly up to about 76 µM; % of control where 0% means no effect; nearly all actives have a fitted effect of over 35% in size
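Stably transfected U87-MG human glioma cells carrying a GRP78-based luminescent sensor were seeded at 1000 cells/well, pin-dosed with compounds and incubated 16 h. Luciferase reagent was then added, and end-point luminescence was read after 10 min at room temperature.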
ALOX12 inh: ALOX12 (human) lipoxygenase inhibition | 580,000 compounds, 1.1% hits | AID 1671190 | purified 12hLO, xylenol orange hydroperoxide absorbance | Potency, µM (top dose mostly 108 µM), without a hit: at the top dose activity change, negative = inhibition, hits mostly inhibitors; further: potency means the concentration at half of the fitted maximal effect; on the % scale 0 is the no-effect control and ±100 the full control effect
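Purified human 12hLO (150 nM final) in 25 mM Hepes, 0.01% Triton X-100, pH 7.0 was preincubated 15 min at room temperature with compound. Then 40 uM arachidonic acid was added, 30 min. Hydroperoxide was read by Fe-XO absorbance ratio 573/405 nm.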
RGS4 inh: human RGS4 inhibition. Transcreener GDP fluorescence polarization, RGS4-accelerated GTP hydrolysis. Potency, µM (doses to about 114 µM), without a hit: at the top dose activity change, negative = inhibition, actives largely listed as inhibitors. 390,000 compounds, 0.039% hits. AID 504845; further: potency means the concentration at half of the fitted maximal effect; on the % scale 0 is the no-effect control and ±100 the full control effect; nearly all actives have a fitted effect of over 75% in size; some results filed as inactive show a strong effect at the top dose
Target sequence (P49798 whole entry, looked up): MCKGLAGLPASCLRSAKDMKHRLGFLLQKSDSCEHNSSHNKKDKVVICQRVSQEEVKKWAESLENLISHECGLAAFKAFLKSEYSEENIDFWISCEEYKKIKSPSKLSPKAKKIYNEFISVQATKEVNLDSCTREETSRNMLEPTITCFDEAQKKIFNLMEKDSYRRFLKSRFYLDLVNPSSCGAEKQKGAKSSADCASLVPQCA
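MLSMR compounds (23 nl, pin-transferred) preincubated 10 min at room temperature with a 500nM (2x) first reagent, then RGS4 at 900nM (2x) plus Transcreener GDP mix added; fluorescence polarization (620/688 nm) read before and after 90 min at 30 °C.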
ERG Ets-DNA blk: ERG Ets/DNA interaction inhibition; 370,000 compounds, 0.028% hits; AID 624246; fluorescence polarization, His-ERG Ets domain / labelled DNA; P11308; Potency, µM (titrated, usually from 76.9 µM), without a hit: at the top dose FP activity, negative = inhibition, usual class: inhibitors; active means well fitted inhibition curve with a large enough effect in the polarisation, with a control signal flat; inconclusive means small, poorly fitted or top-dose-only effect, or effect the other way, or a change in a side signal; inactive means no such curve, though single readings can be large or run the other way; the % refers to the polarisation;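 further: polarization taken with two DNA probes labelled with fluorescein and Texas red; potency means the concentration at half of the fitted maximal effect; % of control where 0% means no effect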
Target sequence (P11308 whole entry, looked up, the tested form may be a part): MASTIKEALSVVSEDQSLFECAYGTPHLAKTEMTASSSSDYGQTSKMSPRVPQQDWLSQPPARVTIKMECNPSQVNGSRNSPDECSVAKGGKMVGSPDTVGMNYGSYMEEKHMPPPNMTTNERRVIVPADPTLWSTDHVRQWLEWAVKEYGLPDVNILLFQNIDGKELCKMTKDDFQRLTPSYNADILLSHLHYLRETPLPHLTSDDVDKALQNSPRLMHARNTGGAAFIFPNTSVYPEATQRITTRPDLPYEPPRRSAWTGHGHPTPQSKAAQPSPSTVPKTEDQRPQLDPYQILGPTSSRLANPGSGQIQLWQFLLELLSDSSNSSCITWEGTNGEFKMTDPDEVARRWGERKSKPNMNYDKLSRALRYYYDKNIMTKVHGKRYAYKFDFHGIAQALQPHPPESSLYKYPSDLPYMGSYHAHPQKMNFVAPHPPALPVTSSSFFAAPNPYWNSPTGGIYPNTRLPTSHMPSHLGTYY
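His-tagged ERG Ets domain (1 uM in the protein solution; 300mM KCl, 50mM Tris-HCl, 1mM EDTA, 1mM DTT, pH 7.5) received compound, then a probe mix of 5 nM fluorescein-DNA and 100nM Texas-615-DNA. Fluorescence polarization was read for both dyes.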
D2 agonist: D2 dopamine receptor (human) agonism; 340,000 compounds, 0.53% hits; activation, % at 2 µM; HEK293 T-REx D2 cells, calcium flux agonist mode; AID 485358;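 active means activation over 3 SD above normal in the single-dose calcium agonist read, cut at about 30% in these data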; further: 0% is about no effect
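Agonism scored from kinetic calcium signal (1 read/sec, 180 s) following compound pin transfer, after a 10 s baseline. Cells: HEK293 Trex line expressing inducible D2 receptor coupled to calcium, dye-loaded after overnight culture at 30 C.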
Vif-A3G inh: inhibitors of Vif-APOBEC3G interaction; Potency, µM (highest dose often 46.1 µM), inactives show top-dose activity, negative = active, hits mostly inhibitors; HeLa A3G-eYFP + Vif (tagged APOBEC3G with the HIV-1 protein that degrades it), YFP fluorescence, overnight; Q9HC16; 410,000 compounds, 0.076% hits;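 further: potency means the concentration at half of the fitted maximal effect; on the % scale 0 is the no-effect control and ±100 the full control effect; nearly all actives have a fitted effect of over 60% in size; hits raise eYFP signal because A3G escapes Vif-driven loss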
Target sequence (Q9HC16 whole entry, looked up): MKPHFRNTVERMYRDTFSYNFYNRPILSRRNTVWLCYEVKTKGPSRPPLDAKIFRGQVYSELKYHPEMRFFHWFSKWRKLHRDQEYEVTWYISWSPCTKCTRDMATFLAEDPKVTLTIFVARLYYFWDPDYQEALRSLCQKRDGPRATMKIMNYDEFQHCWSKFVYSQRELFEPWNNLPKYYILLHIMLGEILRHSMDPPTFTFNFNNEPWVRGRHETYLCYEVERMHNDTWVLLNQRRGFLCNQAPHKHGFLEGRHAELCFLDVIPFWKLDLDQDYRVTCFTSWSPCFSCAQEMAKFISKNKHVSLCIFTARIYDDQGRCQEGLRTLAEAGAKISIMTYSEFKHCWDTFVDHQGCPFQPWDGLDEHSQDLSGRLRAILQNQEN
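Read-out is eYFP fluorescence (Ex 488/Em 500-530) from Vif-expressing HeLa A3G-eYFP cells; more signal means A3G escaped Vif-mediated degradation. Cells plated overnight, compound pinned in, incubated overnight at 37 deg C.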
LDHA block: blocks human lactate dehydrogenase A; purified LDHA, NADH/diaphorase-resazurin fluorescence; active compounds read low; AID 1347041; activity change, % (values are at about 110 or 230 µM); P00338; 480,000 compounds, 0.15% hits; in the data active means activity change below about -30%; inconclusive means mostly about -25% to -30%;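 further: plate controls were DMSO wells for no effect and wells without enzyme for full effect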
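Human LDH5 (2 nM) was incubated with 0.06 mM NADH and 0.2 mM pyruvate for 5 min at room temperature in Tris pH 7.4. Remaining NADH was coupled through diaphorase/resazurin, and resorufin fluorescence was read at 0 and 20 min.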
Vif-A3F inh: inhibitors of Vif-A3F interaction; 390,000 compounds, 0.2% hits; HeLa A3F-eYFP + Vif (tagged APOBEC3F with the HIV-1 protein that degrades it), YFP fluorescence increase; Potency, µM (doses to about 46.1 µM), inactives show at the highest dose activity, negative = active; further: potency means the concentration at half of the fitted maximal effect; % of control where 0% means no effect; nearly all actives have a fitted effect of over 65% in size
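HeLa cells stably expressing A3F-eYFP plus Vif, plated and incubated overnight at 37 deg C, then exposed to compounds overnight at 37 deg C. Blocked degradation read as raised yellow fluorescence (Ex 488/Em 500-530).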
D2 antag: antagonists of human D2 dopamine receptor. HEK293 TREx D2 cells, calcium flux, dopamine EC80. P14416. 340,000 compounds, 2% hits. AID 485344. inhibition, % at 10 µM; in the data active means inhibition above about 30%; further: 0% is about no effect
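Read-out: kinetic calcium fluorescence (1 cycle/s) in inducible HEK293 T-REx D2 cells after an EC80 dopamine addition that followed 180 s compound preincubation. Loss of the dopamine response indicates antagonism.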
An asterisk follows results filed as active; u = inconclusive; x = no result given; [ ] = another dose, or the depositor's remark. Unless noted, the call rests on the fitted dose curve; in most records, active means well fitted curve in the direction sought with a large enough effect; inconclusive means small, poorly fitted or top-dose-only effect, or another doubt; inactive means no such curve, though single readings can be large; an effect the other way counts as inactive or inconclusive.

entry | SMILES | Glioma ERSR ind | ALOX12 inh | RGS4 inh | ERG Ets-DNA blk | D2 agonist
1 | C=CCn1c(SCc2csc(C)n2)nc2sc3c(c2c1=O)CCCC3 | -1% | -3% | -8% | 1% | 0.4
2 | O=[N+]([O-])c1ccc2[nH]c3c(c2c1)CCCC3 | 1% | -25% | 11% | -18% | 1.4
3 | CCOc1ccc(/C=C/c2nc(C#N)c(N(C)C)o2)cc1 | 4% | -11% | -1% | -2% | -0.6
4 | O=C(c1ccccc1Cl)N1CCN(S(=O)(=O)c2cccs2)CC1 | -4% | x | 13% | -10% | 0.4
5 | CCOc1ccc(C(=O)NC2CCN(C(=S)NCc3ccco3)CC2)cc1 | -1% | 8% | -31% | x | 0.0
6 | C=CCNc1nc(C(=O)OCC(=O)c2ccc(C)c([N+](=O)[O-])c2)cs1 | -4% | u | -22% | -5% | -0.6
7 | COc1cc(NC(=O)COC(=O)Cc2ccsc2)cc(OC)c1 | -3% | 0% | -15% | 13% | 0.8
8 | c1cc2nnnn2nc1N1CCCCC1 | -2% | 3%[57.4 µM] | 1% | x | 0.9

entry | Vif-A3G inh | LDHA block | Vif-A3F inh | D2 antag
1 | 2% | 0 | -11% | -13
2 | -22% | -2 | -6% | -22
3 | -27% | 5 | -11% | x
4 | -2% | -7 | 5% | -5
5 | 2% | 2 | -7% | -17
6 | -1% | 3 | -1% | -7
7 | -9% | -1 | 2% | 31*
8 | 4% | -1 | 4% | -6

entry | SMILES | Glioma ERSR ind | ALOX12 inh | RGS4 inh | ERG Ets-DNA blk | D2 agonist
9 | Cc1ccc(CNC(=O)c2ccc(N3CCC4(CC3)CC(c3cccc(Br)c3)=NO4)c(NC(=O)c3ccc(Br)cc3)c2)cc1 | 0% | -10% | -20% | -8% | x
10 | CCOc1ccc2ccccc2c1/C=N\NC(=O)c1ccc([N+](=O)[O-])cc1 | -9% | 17% | 13% | 1% | 0.1
11 | CCN(C(=O)CSc1nc2n[nH]c(C)c2c(=N)n1-c1cccc(OC)c1)c1cccc(C)c1 | 4% | -5% | 19% | 6% | 0.1
12 | O=C(Cc1cccs1)N/N=C/C(Cl)=C/c1ccccc1 | 0% | -7% | -4% | 10% | -0.6
13 | COc1ccc(NS(=O)(=O)c2ccc(N3CCCCS3(=O)=O)cc2)cc1Cl | -3% | -23% | 3% | -6% | x
14 | COC(=O)c1ccc(CN2CCN(C3CCCC3)C(CCO)C2)cc1 (configuration not stated) | -4% | -12% | 13% | 1% | 0.5
15 | Cc1ccc(S(=O)(=O)N2CCCC(C(=O)NCC(C)C)C2)cc1 (configuration not stated) | -5% | 4% | -8% | 8% | -3.1
16 | COc1ccc(OC)c(-n2c(-c3cccc(S(=O)(=O)N(C)C)c3)n[nH]c2=S)c1 | -2% | -2% | 7% | 10% | 4.3

entry | Vif-A3G inh | LDHA block | Vif-A3F inh | D2 antag
9 | -4% | 5 | -3% | x
10 | 1% | -6 | -1% | 39*
11 | -4% | -2 | -9% | x
12 | -2% | -6 | 2% | -5
13 | 2% | 4 | -1% | x
14 | -5% | -8 | 4% | -7
15 | 2% | -6 | 24% | 9
16 | -3% | 4 | 0% | -5

entry | SMILES | Glioma ERSR ind | ALOX12 inh | RGS4 inh | ERG Ets-DNA blk | D2 agonist
17 | CC(C=NNC(=O)C(=O)NN=CC(C)=Cc1ccccc1)=Cc1ccccc1 | -1% | x | -9% | -1% | x
18 | CCc1ccc(-c2nc(CSCC(=O)NC3CC3)c(C)o2)cc1 | -11% | -23% | 7% | 4% | -0.8
19 | CSCCC(=O)N1CC[C@@H](N2CCN(c3ccccc3F)CC2)[C@H](O)C1 | -2% | u | 13% | 0% | 30
20 | O=C(COC(=O)c1cc([N+](=O)[O-])ccc1N1CCOCC1)NC1CCS(=O)(=O)C1 (configuration not stated) | -3% | -3% | 7% | 8% | 0.3
21 | C=CCn1c(C(C)NC(=O)C(C)(C)C)nc2ccccc21 (configuration not stated) | -3% | -3% | -4% | x | 0.5
22 | CC(=O)Nc1ccc(N2C(=O)C3C4C=CC(CC4)C3C2=O)cc1 (configuration not stated) | -1% | 79%[activator] | 12% | -12% | 0.5
23 | Cc1ccc(CNCc2cc(Cl)ccc2O)cc1 | -1% | -6% | -11% | -5% | 1.3
24 | C/C(=N\NC(=O)c1cc(C)oc1C)c1ccc2ccccc2c1 | 3% | 2% | -7% | -9% | -0.4

entry | Vif-A3G inh | LDHA block | Vif-A3F inh | D2 antag
17 | -1% | -3 | 2% | x
18 | 1% | 0 | 6% | 11
19 | 0% | -13 | -5% | 45*
20 | -4% | 2 | 4% | 6
21 | 0% | -2 | 1% | 3
22 | 0% | -15 | 2% | 2
23 | 0% | -1 | -9% | -3
24 | -3% | -3 | 2% | 4

entry | SMILES | Glioma ERSR ind | ALOX12 inh | RGS4 inh | ERG Ets-DNA blk | D2 agonist
25 | O=C(CSc1ncc(-c2ccccc2)[nH]1)Nc1cccc(Br)c1 | -4% | 9% | -2% | 3% | x
26 | COc1ccc(CCN2CCCC(CN(C)C(=O)c3ccoc3)C2)cc1 (configuration not stated) | 6% | 2% | -4% | -5% | 0.1
27 | CCOC(=O)C1(C)CCCN(C(=O)c2cccc(C#N)c2)C1 (configuration not stated) | -1% | -18% | x | x | x
28 | O=C1OC(CO)CN1Cc1ccccc1 (configuration not stated) | -3% | 1% | 9% | -8% | -0.8
29 | O=C(CN1CCSCC1)N/N=C/c1ccc(F)cc1F | 0% | u | -13% | -6% | 0.4
30 | Cn1c2c(c(=O)[nH]c1=O)C(c1ccc(O)cc1)C1=C(N2)c2ccccc2C1=O (configuration not stated) | -5% | u | -40% | -2% | 0.2
31 | CCN1CCN(Cc2nnc(-c3ccccc3)o2)CC1 | -4% | 1% | 1% | -3% | 0.3
32 | COc1cccc(OC)c1OCCCOc1ccc([N+](=O)[O-])cc1Cl | -3% | -22% | -17% | -3% | -1.1

entry | Vif-A3G inh | LDHA block | Vif-A3F inh | D2 antag
25 | 0% | 2 | -7% | x
26 | -3% | 0 | 3% | -7
27 | 3% | -5 | x | x
28 | 5% | -9 | 1% | 14
29 | 0% | -13 | -25% | -6
30 | u | 1 | -2% | -13
31 | -1% | -12 | -6% | -7
32 | -7% | 0 | -24% | -6

entry | SMILES | Glioma ERSR ind | ALOX12 inh | RGS4 inh | ERG Ets-DNA blk | D2 agonist
33 | Cc1noc(C)c1S(=O)(=O)Nc1ccc(C(C)C)cc1 | -6% | 32% | 19% | -10% | -1.4
34 | O=C1CCC2S/C(=C/Nc3ccc(C(F)(F)F)cc3)C(=O)N12 (configuration not stated) | -12% | -9% | u | 15% | -0.2
35 | COc1ccc(C2SCC(=O)N2Cc2ccccc2)cc1 (configuration not stated) | -3% | 75%[activator] | -1% | -3% | -0.3
36 | COc1ccc2nc(N3C(=O)CC(Cc4cc(C)cc(C)c4)C3=O)sc2c1 (configuration not stated) | -6% | -2% | -43% | -13% | 0.5
37 | COC1CCCCC1NS(=O)(=O)c1ccccc1 (configuration not stated) | -3% | 5% | 3% | 1% | 1.1
38 | COc1ccncc1-c1ccccc1C1=CC(=O)CC(C)(C)C1=O | 0% | -46% | x | x | x
39 | CC(C)N(CC(N)=O)C(=O)c1sc2cc(F)ccc2c1Cl | -8% | 28% | -9% | 2% | 0.8
40 | COc1ccc(NC(=S)Nc2ccccc2SC)c(OC)c1 | -1% | u | -40% | -15% | 0.4
41 | Cc1nc([N+](=O)[O-])cn1CCCCN1C(=O)c2ccccc2C1=O | -1% | u | -22% | -8% | 2.5
42 | COc1ccc(Nc2ncc(C(=O)N3CCN(Cc4ccccc4)CC3)c3ccccc23)cc1 | -5% | 1% | 42% | 5% | 0.4
43 | CC1(C(=O)NS(=O)(=O)c2ccccc2C(F)(F)F)CCN1C(=O)CCc1ccccc1 (configuration not stated) | -3% | -25% | x | x | x

entry | Vif-A3G inh | LDHA block | Vif-A3F inh | D2 antag
33 | -17% | 2 | -10% | -4
34 | 0% | -3 | u | 8
35 | -1% | -1 | -5% | -15
36 | -2% | -2 | 1% | 12
37 | -6% | -6 | -1% | 10
38 | -2% | -1 | 0% | x
39 | 0% | -7 | 0% | -13
40 | -1% | -5 | -3% | -22
41 | 2% | -3 | 1% | 13
42 | -18% | -4 | 0% | -7
43 | 4% | -11 | x | x

Record cards, from the list above. Order of screens: Glioma ERSR ind | ALOX12 inh | RGS4 inh | ERG Ets-DNA blk | D2 agonist | Vif-A3G inh | LDHA block | Vif-A3F inh | D2 antag
`O=C(CSc1ncc(-c2ccccc2)[nH]1)Nc1cccc(Br)c1` across the screens: -4% | 9% | -2% | 3% | x | 0% | 2 | -7% | x
`COc1cc(NC(=O)COC(=O)Cc2ccsc2)cc(OC)c1` across the screens: -3% | 0% | -15% | 13% | 0.8 | -9% | -1 | 2% | 31*
`COc1ccc(CCN2CCCC(CN(C)C(=O)c3ccoc3)C2)cc1` (configuration not stated) across the screens: 6% | 2% | -4% | -5% | 0.1 | -3% | 0 | 3% | -7

This is a subset, so the mix of outcomes need not match the whole.
